# Source: PubChem
# PLCb3 inh: PLC-beta3 (human) inhibition, primary screen | Purified PLC-beta3, fluorogenic substrate, fluorescence | inhibition, % at 12.2 µM | hit rate 0.18% among 370,000 | Q01970; in the data active = inhibition above about 11%;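 note: 0% = median of compound wells on plate and 100% = full blocker control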
# ADAM10 inh: inhibits human ADAM10 | inhibition, % at 7 µM | AID 720582 | O14672 | recombinant ADAM10, EDANS/DABCYL FRET peptide cleavage, 3 h | hit rate 0.62% among 370,000;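 active = inhibition above a per-campaign cutoff equal to the mean of compounds falling between control-based bounds plus 3 SD, cut at about 20% in these data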;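 note: 0% = DMSO wells while the 100% control is not disclosed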
# ssDAF-12 act: activators of S. stercoralis DAF-12 nuclear receptor; activation, % at 6.8 µM; AID 652126; hit rate 1% among 370,000; HEK293 ssDAF-12/GRIP1 lit1-tk-luc reporter, luminescence; % of 3 µM dafachronic acid response;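 active = activation above the mean over all tested compounds plus 3 SD, cut at about 0.9% in these data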;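 note: 0% = DMSO-only wells and 100% = 3 µM delta7-dafachronic acid wells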
# PLC-gamma1 inh: inhibitors of human phospholipase C gamma1; P19174; purified PLC-gamma1, fluorogenic substrate, fluorescence; inhibition, % at 12.2 µM; hit rate 0.84% among 370,000; in the data active = inhibition above about 9.5%
# sPLA2-III inh: Inhibits HGIII-sPLA2 liposome hydrolysis, primary screen; Q9NZ20; QFRET BODIPY PC-A2 liposome hydrolysis, fluorescence; inhibition, % at 12.2 µM; hit rate 0.56% among 370,000; AID 743126;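 active = inhibition above mean plus 3 SD of compounds lying within the high and low control bounds, cut at about 19% in these data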;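 note: 0% = median of test compound wells and 100% = no enzyme DMSO wells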
# hcDAF12 agonist: activates DAF-12 receptor from parasite H. contortus; activation, % at 6.8 µM; HEK293 hcDAF-12 lit1-tk-luc reporter, luminescence; 0% DMSO, 100% Δ7-dafachronic acid; AID 652067; hit rate 1.4% among 370,000;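 active = activation above the mean of all tested compounds plus 3 SD, cut at about 5.5% in these data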;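 note: 100% = response to 3 µM Δ7-dafachronic acid high control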
# FXN GAA850 act: activators of GAA850 frataxin (FXN) promoter; AID 540364; activation, % at 6 µM; hit rate 0.56% among 360,000; HEK293 lucGAA850 FXN promoter luciferase reporter, 24 h; percent of 10 µM SAHA response;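 active = activation above the average of all compounds screened plus 3 SD, cutoff fixed separately per campaign, cut at about 7.5% in these data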;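 note: 0% = DMSO wells and 100% = 10 µM SAHA wells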
# ADAM17 inh: inhibitors of human ADAM17. P78536. recombinant ADAM17, EDANS/DABCYL FRET peptide cleavage. inhibition, % at 6.95 µM. hit rate 0.83% among 370,000. AID 720648;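 active = inhibition above the mean of compounds lying between control limits plus 3 SD, set per campaign, cut at about 8.5% in these data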;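 note: 0% = DMSO-only wells as the low control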
# Target sequence (P78536 215-824 limits assumed): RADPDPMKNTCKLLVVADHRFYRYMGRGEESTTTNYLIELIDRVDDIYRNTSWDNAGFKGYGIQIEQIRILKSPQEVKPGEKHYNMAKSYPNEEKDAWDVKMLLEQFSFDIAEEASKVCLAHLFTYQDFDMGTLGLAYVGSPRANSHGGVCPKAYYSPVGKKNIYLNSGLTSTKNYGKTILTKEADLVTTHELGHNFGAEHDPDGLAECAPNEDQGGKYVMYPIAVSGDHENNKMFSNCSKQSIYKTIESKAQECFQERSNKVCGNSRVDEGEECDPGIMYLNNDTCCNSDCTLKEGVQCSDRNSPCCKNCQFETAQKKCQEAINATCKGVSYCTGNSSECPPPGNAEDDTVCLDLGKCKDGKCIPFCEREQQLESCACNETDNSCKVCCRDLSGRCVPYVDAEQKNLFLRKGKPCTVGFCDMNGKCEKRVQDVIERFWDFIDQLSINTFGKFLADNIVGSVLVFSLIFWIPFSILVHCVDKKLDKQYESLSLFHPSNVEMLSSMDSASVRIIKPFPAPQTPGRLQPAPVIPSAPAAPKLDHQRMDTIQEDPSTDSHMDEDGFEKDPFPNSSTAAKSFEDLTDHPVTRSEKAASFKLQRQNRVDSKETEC
# DAX1 inh-1: DAX1 (NR0B1) inhibition, primary screen | inhibition, % at 6.8 µM | HEK293T StAR-luciferase reporter, SF-1/DAX-1 repression relief | AID 652010 | hit rate 1.1% among 370,000;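 active = inhibition above the mean over all tested compounds plus 3 SD, cut at about 3.6% in these data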;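 note: 0% = DAX-1 cells with DMSO and 100% = cells lacking DAX-1 with DMSO; higher inhibition means more luminescence from relief of DAX-1 repression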
# DAX1 inh-2: inhibits human nuclear receptor DAX1; inhibition, % at 6.75 µM; AID 504766; HEK293 Gal4-DAX1 luciferase reporter, luminescence; hit rate 0.99% among 340,000;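 active = inhibition above the mean over all tested compounds plus 3 SD, cut at about 4.2% in these data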;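 note: 0% = DAX1-transfected cells with DMSO and 100% = empty-vector control cells with DMSO; inhibition shows as a rise in luminescence from relieved DAX1 repression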
# Target sequence (P51843 207-470 limits assumed): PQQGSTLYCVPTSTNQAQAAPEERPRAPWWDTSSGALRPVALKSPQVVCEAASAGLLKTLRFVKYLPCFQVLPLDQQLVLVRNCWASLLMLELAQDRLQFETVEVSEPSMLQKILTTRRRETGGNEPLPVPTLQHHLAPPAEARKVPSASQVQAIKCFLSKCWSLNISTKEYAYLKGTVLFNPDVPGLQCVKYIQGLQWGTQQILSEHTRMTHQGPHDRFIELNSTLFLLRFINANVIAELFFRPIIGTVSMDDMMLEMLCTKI
# hgDAF12 agonist: activates the H. glycines DAF-12 receptor ligand-binding domain. HEK293 GAL4-hgDAF12 UAS-luciferase reporter, agonist luminescence; normalized to butyrate control. activation, % at 6.8 µM. hit rate 1.8% among 370,000;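 active = activation above a cutoff set at the mean of all screened compounds plus 3 SD, cut at about 10% in these data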;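 note: 0% = DMSO wells and 100% = sodium butyrate wells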
# * hit, by the source's call; i = inactive; / = not tested or not shown. No enrichment for hits; any-hit rate near 6.9%.
Compound	ADAM10 inh	ADAM17 inh	hcDAF12 agonist	FXN GAA850 act	PLC-gamma1 inh	DAX1 inh-1	PLCb3 inh	sPLA2-III inh	ssDAF-12 act	DAX1 inh-2	hgDAF12 agonist
COc1ccc(C(=O)Nc2cc(OCc3ccccc3)c(Cl)cc2Cl)cc1	7	-3	-1.3	-1.0	2	0.1	0	-6	-1.3	1.2	0.5
CCc1nnc(NS(=O)(=O)c2ccc(N/C=C/C(=O)c3ccc(OC)cc3)cc2)s1	-25	-3	0.8	4.5	-72	1.4	-89	-31	-0.2	1.6	5.9
CCOc1ccc(NC(=O)NNC(=O)c2ccc(Cl)cc2Cl)cc1	-3	-3	-0.1	0.1	0	-0.7	-1	-14	-0.9	1.6	0.6
CCOC(=O)c1sc(NC(=O)CSc2nnnn2-c2ccc(C)cc2)c(C(=O)OCC)c1C	-8	-6	-0.5	-0.5	1	0.3	-2	-1	-0.4	0.8	-1.6
CCCCN(C(=O)NC(=O)Nc1ccc(C)cn1)S(C)(=O)=O	-261	-87	-1.3	0.4	-49	-0.3	-60	-3	-1.4	-0.2	-0.1
Cn1c(C(=O)NCCN2CCN(c3ccccc3F)CC2)cc2c(=O)n(C)c3ccccc3c21	-10	-2	-2.1	-1.7	2	-0.3	1	-5	-1.2	-1.0	2.2
CC(=O)Oc1ccccc1C1=NN(C(C)=O)C(c2ccccc2)C1 (configuration not stated)	7	1	1.2	3.9	2	0.1	-3	5	-1.4	-1.0	1.7
Cc1ccc2nc(NC(=O)Cc3cccs3)sc2c1	-1	1	-1.8	0.2	1	0.5	-3	-11	-1.7	1.0	4.4
Nc1[nH]c(C(=O)c2ccccc2)c(-c2ccccc2Br)c1C(=O)NCCc1c[nH]c2ccccc12	4	4	0.3	/	-17	0.6	-25	-52	-0.7	/	0.6
Cc1ccc(C)c(N(C)C(=O)c2ccc3c(=O)n4c(nc3c2)CCCCC4)c1	-5	-3	-0.6	-1.6	-1	-0.2	-5	-4	-1.2	-0.4	2.3
CCc1ccccc1OCCCOc1ccc(OC)cc1	4	2	-1.0	1.0	4	0.1	5	4	-0.5	-0.1	2.4
CCOC(=O)[C@]12CCCC=C1N(Cc1ccc3c(c1)OCO3)C(=O)[C@H](CC(=O)NCC13CC4CC(CC(C4)C1)C3)C2	14	8	0.6	/	6	0.6	4	-13	-1.7	/	2.1
CN(C)CCCN(C(=O)c1ccc(S(=O)(=O)N2CCCCCC2)cc1)c1nc2cc3c(cc2s1)OCO3	5	5	-1.5	-1.1	4	0.8	5	-13	-1.4	-0.4	1.8
COc1ccc2c(c1)c(=Cc1ccc(N(C)C)cc1)c1cc(-c3ccccc3)[n+](C)n12	-55	-13	-4.8	-7.3	-66	-5.2	-84	32*	-2.5	-3.5	-9.8
O=C(NCCc1ccc(F)cc1)C(=O)NCC1CCCN1S(=O)(=O)c1ccccc1 (configuration not stated)	-6	0	-2.7	-5.3	4	-6.2	-3	2	-1.5	-1.8	-3.9
CC(C)Cn1c(N)c(C(=O)COC(=O)c2ccc(Br)cc2)c(=O)n(C)c1=O	0	6	-1.6	0.8	-3	-4.4	-10	-19	-1.0	-1.6	-2.5
COc1ccc(CC(=O)Nc2c3c(nn2-c2cccc(Cl)c2)CS(=O)C3)cc1 (configuration not stated)	1	-1	-0.8	-0.2	0	-0.8	1	-1	-1.5	-1.5	-0.1
COc1cccc(CNC(=O)CCCc2c[nH]c3ccccc23)c1	4	0	-1.0	2.2	-2	-0.9	-7	-33	-0.6	0.3	-0.9
COc1ccc(S(=O)(=O)N2CCCCC2)cc1NC(=O)c1ccc([N+](=O)[O-])o1	-4	-6	1.4	-1.6	0	-1.8	-6	-1	-0.9	0.4	1.7
CCC1CN(C(=O)NCc2ccc(F)cc2)c2cc(Cl)ccc2O1 (configuration not stated)	3	-1	0.4	1.1	-2	0.0	-10	-2	-1.5	0.1	-0.6
COc1ccccc1C(=O)OCC(=O)Nc1cccc(S(=O)(=O)NC2=NCCCCC2)c1	-6	-3	-2.1	1.7	1	-0.2	1	-2	-1.0	0.4	2.6
COc1ccc(CN(C(=O)c2cnccn2)C(C(=O)Nc2ccc(F)cc2)c2ccccc2)cc1 (configuration not stated)	5	4	-0.8	-3.7	1	-0.3	2	-27	-1.2	-1.6	-3.2
O=C(c1ccc(OC2CCN(Cc3ccccn3)CC2)cc1)N1CCC[C@H]1CO	-13	-2	-1.1	0.4	-2	-1.4	-5	4	-0.6	1.0	-2.1
COc1ccc(-c2csc(Cc3nnc(N4CCOCC4)n3-c3ccccc3)n2)cc1	11	-1	-1.9	-0.7	-2	0.0	1	-13	-1.0	0.7	-2.6
Cc1cc(C)c(NC(=O)CNC(=O)COC(=O)CN2C(=O)NC3(CCCC3)C2=O)c(C)c1	10	0	-1.0	2.1	0	0.0	-7	-8	-0.7	0.5	-2.6
COc1cc(-c2nc3cnccn3c2NC(C)(C)CC(C)(C)C)ccc1O	-226	-84	-1.2	0.6	-269	0.5	-401	-23	-1.4	-0.4	-2.5
CC(C)(C)OC(=O)NC(CO)c1cn([C@@H](Cc2cc3ccccc3[nH]2)C(=O)N2CCN(C(=O)OC(C)(C)C)CC2)nn1 (some centres not stated)	-3	-3	-2.6	-1.6	1	0.3	-1	-49	-1.3	0.5	-1.2
CC1=CCC(C(=O)O)C(C(=O)Nc2cccnc2)C1 (configuration not stated)	3	-3	2.1	0.7	2	0.8	1	3	1.7*	2.8	1.8
COc1ccc(C(=O)C=Cc2cccs2)c(O)c1	-6	0	2.5	5.5	-2	3.3	-6	6	-1.1	-0.4	11*
Cc1ccc(N2CCN(S(=O)(=O)c3ccc(-n4cnnn4)cc3)CC2)c(C)c1	-2	0	-0.4	1.1	1	0.0	-6	3	-1.0	0.3	-1.2
Cc1cccc(C)c1NC(=S)NCCSc1ccc(Cl)cc1	11	6	-2.5	2.7	2	1.2	-10	12	-2.2	-0.1	-1.9
C=CCSc1nccc(-c2cc(Cl)sc2Cl)n1	-3	-1	0.5	-0.1	2	-0.2	2	-5	-1.1	-0.9	-1.0
COc1cccc(CNc2ccc(N3CCC(C)CC3)cc2)c1OC	-16	-8	-0.5	-1.6	-41	-0.3	-57	8	-1.5	0.2	-2.1
CC(C)c1cn(CC[C@@H]2CC[C@H](NS(=O)(=O)c3ccc(F)cc3)[C@@H](CO)O2)nn1	-4	-2	0.3	/	-1	0.4	3	1	-1.3	/	-0.4
COc1ccc2c(c1)[C@]1(C[C@H](O)CO1)C(=O)N2C	-4	-3	-0.1	/	4	-1.1	3	0	-0.5	/	-1.2
COc1ccc(OC)c(C2C3=C(COC3=O)Nc3cc4c(cc32)OCO4)c1 (configuration not stated)	-83	-27	-0.9	2.5	-161	2.6	-208	-4	-0.7	-0.7	-6.6
COC(=O)[C@@H](CC(C)C)NS(=O)(=O)N(Cc1ccccc1)[C@@H](CC(C)C)C(=O)OC	16	8	-1.8	-3.9	4	-0.7	7	2	-1.6	0.0	-1.7
COc1ccc(C(=O)NCC2OCCc3ccccc32)cc1 (configuration not stated)	-6	3	-0.1	2.8	4	0.2	3	14	-1.2	0.1	-0.6
OCc1ccccc1NC(=S)Nc1cccnc1	-1	3	1.4	-0.4	7	0.1	2	6	0.0	-0.4	1.1
Cc1ccc(C)c(NC(=O)c2nc(Cl)ccc2Cl)c1	7	3	3.9	2.0	-5	0.3	1	-3	0.1	0.7	14*
CC(C)Cn1c(N)c(C(=O)NCCN2CCOCC2)c2nc3ccccc3nc21	i	-441	-2.6	2.9	i	-1.2	-491	-18	-1.6	-0.3	-0.2
Cc1cc(C(=O)COc2ccccc2Cl)c(C)n1C1CC1	-7	-2	-0.7	3.2	-6	0.2	-8	3	-1.3	1.6	2.4
CCSc1nnc(NC(=O)Nc2cccc(C)c2)s1	2	-1	0.8	1.7	2	0.2	-5	-19	-1.5	-0.9	8.7
O=c1oc2ccccc2n1Cc1ccccc1	5	-2	-0.6	0.7	8	0.2	1	5	-0.8	1.9	0.1
O=C(NCc1cccc(Cl)c1)c1ccc2c(c1)SC1=NS(=O)(=O)CCN12	-6	3	-1.6	2.6	1	0.3	-1	5	-0.6	0.7	-4.5
O=C(O)c1ccc2c(c1)N(Cc1ccccc1)C(=O)c1ccccc1S2	-2	-3	1.6	0.3	4	-0.1	-6	-20	-0.2	-1.7	-3.0
CC(C)(C)n1ncc2c(=O)n(CC(=O)Nc3ccc(Cl)cc3)cnc21	10	2	-1.6	0.2	8	-0.4	3	-8	-1.1	-0.2	-0.1
CCC(C(=O)OCC(=O)c1ccc(OC)cc1OC)c1ccccc1 (configuration not stated)	4	-1	-1.6	0.7	-2	2.1	-9	-6	-1.3	0.7	2.2
CCC(=O)Nc1sc2c(c1C(=O)OC)CCN(Cc1ccccc1)C2	-7	-3	0.1	-0.3	-3	-0.7	-5	4	-1.4	0.9	-5.2
COc1ccc(CC(=O)NCCS(=O)(=O)N2CCN(c3ccccc3)CC2)cc1OC	-5	0	-1.2	-1.3	-2	-1.6	-5	2	-1.1	-0.9	-2.1
Cc1cc(C(F)(F)F)nc(NCc2cccnc2)n1	-20	-7	-1.5	3.9	-7	-0.2	-7	2	-1.3	-1.4	2.1
CCN(CC)c1nc2c(c(=O)[nH]c(=O)n2C)n1Cc1ccccc1Cl	9	1	-1.7	1.2	6	0.8	2	2	-1.0	0.3	0.5
O=C(COc1ccc(F)cc1Cl)Nc1cccc(S(=O)(=O)N2CCCC2)c1	-6	-2	-2.7	0.5	0	0.2	-10	-23	-1.7	-0.1	1.1
CCOC(=O)N1CCN(C(=O)C[C@H]2C[C@@]3(C(=O)OC)C(=C[C@H](COCc4ccccc4)O[C@@H]3C)N(Cc3ccco3)C2=O)CC1	2	3	3.9	/	9	-0.2	0	1	-1.2	/	-2.5
COCCn1c(C)cc(C(=O)COC(=O)c2n[nH]c3ccccc23)c1C	0	-1	3.9	-4.0	-1	1.0	-3	-17	-0.9	-3.1	1.9
COC(=O)c1cc(NC(=O)c2ccccc2)c(=O)oc1/C=C/Nc1ccc(Oc2ccccc2)cc1	-17	-6	-1.3	0.1	-14	-0.5	-16	-4	-0.8	-0.4	-2.9
COC(=O)/C=C1\SC(N2CCOCC2)=C(c2ccc(OC)cc2)C1=O	4	5	0.2	-0.5	0	0.1	2	2	0.3	1.2	1.2
CCc1ccc(OC2(C)CCN(Cc3ccc4c(c3)OCCO4)C2)cc1 (configuration not stated)	-5	0	0.8	-0.3	0	-0.9	-5	-5	-0.6	/	-0.5
O=C(O)c1ccn(Cn2cnc3ccccc32)n1	1	1	-0.8	0.3	1	0.1	2	-6	-1.2	0.8	3.5
Cc1ccc2nc(SCC(=O)Nc3cc(C(C)(C)C)nn3-c3ccccc3)[nH]c2c1	14	5	-1.5	2.7	2	0.0	5	-11	-1.8	0.8	1.5
